# From PubChem
# ADAM10 inh: inhibitors of human ADAM10. inhibition, % at 7 µM. recombinant ADAM10, EDANS/DABCYL FRET peptide cleavage, 3 h. 370,000 tested, 0.62% active;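 active means inhibition above a per-campaign cutoff equal to the mean of compounds falling between control-based bounds plus 3 SD, cut at about 20% in these data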;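 further: 0% = DMSO wells while the 100% control is not disclosed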
# GC-B act: GC-B (human) receptor activation; activation, % at 10 µM; 370,000 tested, 0.11% active; HEK293-GC-B cells, CNP EC30, cGMP TR-FRET; 0% at EC30 CNP, 100% saturating CNP; P20594;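 active means activation at 10 µM reaching about 35% in either raw or pattern-adjusted values, limit read from the data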
# Target sequence (P20594 whole entry, looked up): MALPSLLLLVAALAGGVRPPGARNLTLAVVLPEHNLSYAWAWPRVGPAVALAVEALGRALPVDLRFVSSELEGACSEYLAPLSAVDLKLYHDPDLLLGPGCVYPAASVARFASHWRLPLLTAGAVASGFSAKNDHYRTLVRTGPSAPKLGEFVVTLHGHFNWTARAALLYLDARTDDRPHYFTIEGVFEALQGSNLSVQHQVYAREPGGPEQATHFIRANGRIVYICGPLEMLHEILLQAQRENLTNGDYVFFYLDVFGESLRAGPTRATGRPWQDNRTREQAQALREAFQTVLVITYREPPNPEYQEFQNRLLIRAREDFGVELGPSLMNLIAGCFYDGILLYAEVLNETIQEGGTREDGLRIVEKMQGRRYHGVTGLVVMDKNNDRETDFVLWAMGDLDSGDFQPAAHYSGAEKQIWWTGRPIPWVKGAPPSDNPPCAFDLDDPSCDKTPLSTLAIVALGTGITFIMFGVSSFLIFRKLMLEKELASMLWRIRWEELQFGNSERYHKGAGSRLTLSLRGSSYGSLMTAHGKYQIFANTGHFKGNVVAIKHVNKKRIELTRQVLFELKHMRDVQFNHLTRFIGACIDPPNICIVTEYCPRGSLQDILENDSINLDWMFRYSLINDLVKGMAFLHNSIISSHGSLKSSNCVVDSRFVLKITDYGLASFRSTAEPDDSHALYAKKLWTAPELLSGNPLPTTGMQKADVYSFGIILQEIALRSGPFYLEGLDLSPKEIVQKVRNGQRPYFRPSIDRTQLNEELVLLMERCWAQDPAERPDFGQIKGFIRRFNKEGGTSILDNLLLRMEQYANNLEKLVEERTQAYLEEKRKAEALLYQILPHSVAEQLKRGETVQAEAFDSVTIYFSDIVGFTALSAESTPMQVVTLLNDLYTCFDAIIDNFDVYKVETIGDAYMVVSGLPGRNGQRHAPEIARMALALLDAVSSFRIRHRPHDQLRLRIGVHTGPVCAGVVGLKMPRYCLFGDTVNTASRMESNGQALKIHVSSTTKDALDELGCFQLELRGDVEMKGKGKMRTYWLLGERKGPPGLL
# SMARCA2 activ: activators of SMARCA2 function; MG213 cells, MMTV-luciferase reporter, dexamethasone, overnight; 370,000 tested, 1% active; activation, % at 9.1 µM; in the data active means activation above about 7.8%;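 further: 0% = vehicle wells and 100% = reference activator wells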
# hcDAF-12 act: activates DAF-12 receptor from parasite H. contortus; 370,000 tested, 1.4% active; activation, % at 6.8 µM; HEK293 hcDAF-12 lit1-tk-luc reporter, luminescence; 0% DMSO, 100% Δ7-dafachronic acid;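 active means activation above the mean of all tested compounds plus 3 SD, cut at about 5.5% in these data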;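 further: 100% = response to 3 µM Δ7-dafachronic acid high control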
# DAX1 inh-1: inhibitors of human orphan nuclear receptor DAX1 (NR0B1); AID 504766; HEK293 Gal4-DAX1 luciferase reporter, luminescence; inhibition, % at 6.75 µM; 340,000 tested, 0.99% active; P51843;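 active means inhibition above the mean over all tested compounds plus 3 SD, cut at about 4.2% in these data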;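 further: 0% = DAX1-transfected cells with DMSO and 100% = empty-vector control cells with DMSO; inhibition shows as a rise in luminescence from relieved DAX1 repression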
# ssDAF-12 act: activates DAF-12 receptor from parasite S. stercoralis | HEK293 ssDAF-12/GRIP1 lit1-tk-luc reporter, luminescence; % of 3 µM dafachronic acid response | activation, % at 6.8 µM | 370,000 tested, 1% active | AID 652126;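 active means activation above the mean over all tested compounds plus 3 SD, cut at about 0.9% in these data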;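 further: 0% = DMSO-only wells and 100% = 3 µM delta7-dafachronic acid wells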
# DAX1 inh-2: inhibitors of DAX1 repression of SF-1 activated StAR promoter | inhibition, % at 6.8 µM | HEK293T StAR-luciferase reporter, SF-1/DAX-1 repression relief | 370,000 tested, 1.1% active | AID 652010;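 active means inhibition above the mean over all tested compounds plus 3 SD, cut at about 3.6% in these data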;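 further: 0% = DAX-1 cells with DMSO and 100% = cells lacking DAX-1 with DMSO; higher inhibition means more luminescence from relief of DAX-1 repression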
# NPR1 activator: GC-A (human) enzyme activation; 370,000 tested, 0.14% active; activation, % at 10 µM; P16066; HEK293 GC-A cells, cGMP TR-FRET, EC30 ANP; 0% at EC30 ANP, 100% saturating ANP; in the data active means activation above about 40%
# HGIII-sPLA2 inh: Blocks human group III sPLA2 activity; 370,000 tested, 0.56% active; inhibition, % at 12.2 µM; QFRET BODIPY PC-A2 liposome hydrolysis, fluorescence; Q9NZ20;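 active means inhibition above mean plus 3 SD of compounds lying within the high and low control bounds, cut at about 19% in these data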;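 further: 0% = median of test compound wells and 100% = no enzyme DMSO wells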
# hgDAF12 agonist: hgDAF-12 agonism, primary luciferase screen | HEK293 GAL4-hgDAF12 UAS-luciferase reporter, agonist luminescence; normalized to butyrate control | activation, % at 6.8 µM | 370,000 tested, 1.8% active;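 active means activation above a cutoff set at the mean of all screened compounds plus 3 SD, cut at about 10% in these data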;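 further: 0% = DMSO wells and 100% = sodium butyrate wells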
# GAA850 FXN act: increases GAA850 frataxin promoter reporter activity; HEK293 lucGAA850 FXN promoter luciferase reporter, 24 h; percent of 10 µM SAHA response; 360,000 tested, 0.56% active; activation, % at 6 µM;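 active means activation above the average of all compounds screened plus 3 SD, cutoff fixed separately per campaign, cut at about 7.5% in these data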;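 further: 0% = DMSO wells and 100% = 10 µM SAHA wells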
# Starred values were filed as active, the others as inactive; x = not tested or not shown.
SMILES,ADAM10 inh,GC-B act,SMARCA2 activ,hcDAF-12 act,DAX1 inh-1,ssDAF-12 act,DAX1 inh-2,NPR1 activator,HGIII-sPLA2 inh,hgDAF12 agonist,GAA850 FXN act
c1cncc(-c2cnc3ccccc3c2)c1,-1,0,3,-0.4,2.0,-1.3,0.5,-2,6,4.6,1.1
CCN1CCN(C(c2cccnc2)c2cc(Cl)c3cccnc3c2O)CC1 (centres undefined),7,-1,-2,1.4,1.2,-0.7,-0.1,-4,16,-0.5,1.8
ON1C2CCCCC2N(O)C1c1ccccc1C(F)(F)F (centres undefined),-4,-4,0,3.7,0.1,-0.5,0.6,1,3,0.3,1.7
COc1cccc(C(=O)N2CCN(C(=O)C3COc4ccccc4O3)CC2)c1 (centres undefined),-7,2,-1,-2.4,0.6,-1.0,-1.1,3,5,-3.5,-1.3
CC(C)(C)[C@H]1C=C(C(=O)NCc2nc3ccccc3[nH]2)O[C@@H](OCCCCO)C1,0,2,-1,-1.2,2.7,-1.2,0.0,2,2,-1.3,-0.2
O=C(NCc1cccnc1)Nc1ccc(Cl)cc1Cl,-4,5,-3,-1.1,-0.1,-0.7,-2.5,-1,4,0.2,2.4
COc1ccccc1-c1cnc(C(O)c2ccc(C)cc2)[nH]1 (centres undefined),-10,4,0,1.4,x,-1.6,1.2,0,-3,5.3,0.3
O=C(O)c1ccccc1NC(c1ccccc1)c1ccc(Cl)cc1 (centres undefined),-213,0,-1,4.0,0.2,-1.0,0.3,23,-43,-2.8,1.1
Cc1ccc(NC(=O)c2ccc(Cl)nc2)cc1,-8,6,1,8.7*,4.1,1.4*,2.1,4,-4,14*,4.4
O=C(CSc1cccc(C(F)(F)F)c1)Nc1nnc(C2CC2)s1,1,-2,-2,-2.0,0.3,-0.9,1.9,-1,-9,-0.8,-1.0
Cc1cc(-c2nnc(SCCC(=O)Nc3ccccc3)o2)no1,-6,2,-1,2.9,-0.5,-1.2,-0.7,1,-5,-0.7,-0.2
COc1ccc(OC)c(/C=N/NC(=O)C(=O)N2CCCCCC2)c1,-61,1,-2,-0.8,1.4,-1.4,0.0,-2,7,0.3,0.6
CCc1ccc(-c2cc(C(=O)N/N=C/c3ccccn3)[nH]n2)cc1,-3,2,0,3.9,4.5*,0.3,2.2,0,2,18*,0.7
O=C(CSc1ncc(-c2ccc(F)cc2)n1Cc1ccco1)Nc1ccc2c(c1)OCO2,4,-6,-3,-0.9,0.3,-1.4,-0.3,-5,-18,0.1,0.1
Cc1ccc(S(=O)(=O)N2CCC(C(=O)NNC(=O)c3ccccc3O)CC2)cc1C,-90,3,1,0.0,0.1,-0.7,-1.0,-1,4,0.3,1.2
CCC(CC)C(C(=O)NCc1ccccc1)N1CCN(c2cccc(C)c2C)CC1 (centres undefined),-8,4,3,1.0,x,-1.1,1.9,6,9,2.3,x
CCOc1ccc2nc(N3CCCC(C(=O)NCCCN4C(C)CCCC4C)C3)sc2c1 (centres undefined),5,-5,1,-0.5,0.7,-0.7,3.1,0,5,3.9,1.6
Cc1cccc(C)c1NC(=O)CNC(=O)C(C)N(C)CC(=O)Nc1ccc(F)cc1 (centres undefined),-2,5,-3,0.1,0.1,-1.2,-0.6,3,0,-0.9,-1.8
CCOCCCNC(=O)C1CCCN(S(=O)(=O)c2cccc3nsnc23)C1 (centres undefined),13,3,-2,-2.5,1.0,-0.8,-0.1,3,0,1.4,0.9
COc1ccc(Cl)cc1NC(=O)c1nnn(CC(=O)Nc2cc(C)cc(C)c2)c1N,-9,0,0,0.0,0.6,-1.0,-0.2,-2,6,0.8,1.0
CC(C)CO/C(=N/S(=O)(=O)c1ccccc1)c1ccccc1,1,-7,-3,0.6,0.4,-1.0,0.2,-1,1,-3.4,1.6
CN(CC1CCCN(CCc2ccc(Cl)cc2)C1)C(=O)CC(F)(F)F (centres undefined),-4,-4,1,-0.1,1.5,-0.1,-0.1,5,-8,-2.2,0.5
CC1Cc2ccccc2N1C(=O)c1ccc2nccnc2c1 (centres undefined),-9,-1,-2,0.4,1.8,-0.8,-1.1,2,6,-0.6,0.0
O=[N+]([O-])c1cccc(S(=O)(=O)Nc2ccc(Cc3ccncc3)cc2)c1,-2,2,-1,-2.9,-3.8,-1.4,-1.2,0,-17,-1.1,-1.5
Cn1nnnc1SCc1ccc(C(=O)Nc2ccc(Br)cc2)cc1,5,-6,3,-0.1,-1.1,-0.7,0.7,2,-5,6.1,0.8
O=C(NC(=S)Nc1ccc(Cl)cc1Cl)C1CC1,5,8,0,-0.3,1.5,-0.1,5.2*,0,10,6.2,4.6
CC(C)c1ccc(OCC(=O)NC(Cc2c[nH]c3ccccc23)C(=O)O)cc1 (centres undefined),-4,4,-1,-0.9,1.5,-0.7,0.7,3,-24,-0.8,-0.1
CCOC(=O)C(NC(=O)CC)(Nc1ccc(S(=O)(=O)Nc2ncccn2)cc1)C(F)(F)F (centres undefined),-9,6,-1,-1.1,0.4,-0.7,0.2,2,0,1.4,2.3
Cc1ccc(S(=O)(=O)NN)c(C)c1N1CCCC1=O,-8,8,-1,-0.8,-0.7,0.1,-0.5,3,0,-1.1,0.4
O=C(NCc1ccccc1)c1ccc2c(=O)n(CC3CCCO3)c(=S)[nH]c2c1 (centres undefined),0,-8,-2,-1.1,-0.7,-1.3,-0.5,-4,5,-0.2,-2.9

# Reprinted from the part before: 7 compounds, then new ones.
SMILES,ADAM10 inh,GC-B act,SMARCA2 activ,hcDAF-12 act,DAX1 inh-1,ssDAF-12 act,DAX1 inh-2,NPR1 activator,HGIII-sPLA2 inh,hgDAF12 agonist,GAA850 FXN act
O=[N+]([O-])c1cccc(S(=O)(=O)Nc2ccc(Cc3ccncc3)cc2)c1,-2,2,-1,-2.9,-3.8,-1.4,-1.2,0,-17,-1.1,-1.5
Cn1nnnc1SCc1ccc(C(=O)Nc2ccc(Br)cc2)cc1,5,-6,3,-0.1,-1.1,-0.7,0.7,2,-5,6.1,0.8
O=C(NC(=S)Nc1ccc(Cl)cc1Cl)C1CC1,5,8,0,-0.3,1.5,-0.1,5.2*,0,10,6.2,4.6
CC(C)c1ccc(OCC(=O)NC(Cc2c[nH]c3ccccc23)C(=O)O)cc1 (centres undefined),-4,4,-1,-0.9,1.5,-0.7,0.7,3,-24,-0.8,-0.1
CCOC(=O)C(NC(=O)CC)(Nc1ccc(S(=O)(=O)Nc2ncccn2)cc1)C(F)(F)F (centres undefined),-9,6,-1,-1.1,0.4,-0.7,0.2,2,0,1.4,2.3
Cc1ccc(S(=O)(=O)NN)c(C)c1N1CCCC1=O,-8,8,-1,-0.8,-0.7,0.1,-0.5,3,0,-1.1,0.4
O=C(NCc1ccccc1)c1ccc2c(=O)n(CC3CCCO3)c(=S)[nH]c2c1 (centres undefined),0,-8,-2,-1.1,-0.7,-1.3,-0.5,-4,5,-0.2,-2.9
O=C(CSCc1ccccc1)N=Nc1c(O)[nH]c2ccccc12,0,3,2,1.9,-0.8,0.0,0.7,1,-13,5.7,5.0
C=CCn1c2ccccc2c2nnc(SCCN3CCOCC3)nc21,-3,5,0,1.0,-1.0,-1.2,0.0,0,-1,-0.3,2.0
COc1ccc(C(=O)N(C)Cc2ccc(OC)c(OC)c2OC)cc1S(=O)(=O)N1CCOCC1,1,7,4,-2.0,0.7,-1.4,-0.1,-2,-9,-1.6,2.1
CC(=O)c1ccc(NC(=O)c2noc3c2CCCCC3)cc1,-5,1,4,2.4,2.4,0.8,3.8*,2,-4,14*,6.8
COc1ccc(C(=O)N(C)C2CCCCC2)cc1OC1CCN(C(C)C)CC1,1,-4,0,0.0,0.7,-0.9,1.8,0,11,3.5,1.3
COC(=O)C(CCSC)NC(=O)/C=C/c1ccc(OC)cc1 (centres undefined),-9,-2,-3,-1.1,2.1,-1.8,-0.4,-1,-3,-0.2,0.0
CC1(C(=O)NS(=O)(=O)c2cccc(F)c2)CCN1C(=O)C1(c2ccc(Cl)cc2)CCC1 (centres undefined),-12,3,0,0.3,x,-1.0,-0.9,3,-23,-1.0,0.2
COc1ccc(C(=O)NC(=S)Nc2ccccc2N2CCCCC2)cc1[N+](=O)[O-],0,-7,1,-1.5,0.0,-1.2,-0.7,0,-2,-0.2,2.8
CC[C@]12c3[nH]c4cc(CCC(=O)N(C)C)ccc4c3CCN1C(=O)[C@@H](CC(=O)NCCc1ccccn1)C[C@@H]2C(=O)N1CCN(C(=O)c2ccco2)CC1,-9,3,-1,1.0,1.3,0.1,1.1,2,3,0.7,1.1
CCOC(=O)c1c(N)sc(C(=O)N2CCOCC2)c1C,5,4,-3,-1.3,0.3,-1.9,0.1,2,3,2.6,2.3
Cc1csc(-c2cnn(-c3ccccc3)c2NC(=O)c2ccccc2)n1,5,-7,1,1.2,-0.5,-0.3,0.2,-3,-7,0.3,-4.2
CC(Sc1nnc(NC2CCCCC2)s1)C(=O)Nc1ccc2c(c1)C(=O)c1ccccc1C2=O (centres undefined),9,-4,10.0*,0.9,1.7,-0.7,2.4,1,0,3.8,2.5
O=C(Cn1cnc2c(cnn2-c2ccccc2)c1=O)Nc1ccc(S(=O)(=O)N2CCOCC2)cc1,4,1,0,-1.1,-0.9,-1.6,-0.6,0,-29,0.0,-2.3
Cc1nc2c(Cl)cccc2[nH]1,5,0,8,-1.8,-0.3,-1.6,0.3,0,3,0.0,0.3
CC(=O)Nc1ccc(C(=O)COC(=O)C2CC2C)c(F)c1 (centres undefined),-2,1,1,3.1,2.4,1.0*,11*,2,5,18*,0.7
COc1ccc(C(=O)NC2CC3CCCC(C2)N3CC(C)C)cc1OC (centres undefined),-6,-2,1,0.9,2.3,-1.1,0.6,-2,-1,1.0,-0.5
Cc1ccc(NC(=S)N2CCN(C(=O)c3ccccc3)CC2)c(C)c1,3,6,-1,-0.5,-0.5,-1.4,-0.3,2,-1,3.7,-0.7
CCN(CC)c1ccc(NC(=O)CN2CCN(CC(=O)Nc3ccc(F)cc3)CC2)cc1,1,-6,4,-1.4,-0.8,-0.9,-0.1,0,-4,1.3,0.1
Cc1cccc(CCNC(=O)C2CCN(S(=O)(=O)N3CCOCC3)CC2)c1,-7,1,0,-1.9,0.6,-0.8,0.0,1,7,-1.1,0.5
CC(=O)c1c(C)[nH]c(C(=O)Nc2nc(-c3ccccc3)c(C)s2)c1C,-25,-16,0,-1.4,0.7,-0.9,0.1,-5,-2,5.8,1.3
N#Cc1ccc(N2CCN(C(=O)c3cccs3)CC2)c(F)c1,2,-1,-3,-2.8,1.2,-1.4,0.2,0,10,-0.6,1.6
Nc1cc(S(=O)(=O)N2CCCCC2)ccc1Oc1ccc(Cl)cc1,20,-2,-7,-1.1,-0.3,-1.9,-1.4,-6,-13,-6.8,0.2
